GLS inh = glutaminase GLS (human) inhibition. GLS enzymatic activity, qHTS titration. Potency, µM (doses to about 45.5 µM), inactives show at the top dose activity change, negative = inhibition, usual class: inhibitors. actives 0.21% (n = 410,000); note: potency is the fitted concentration of half-maximal effect; % is set by controls: 0 for no effect and ±100 for the full control effect
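Compounds were pin-transferred onto hKGA, after which L-glutamine (1 mM solution) and a detection mix of glutamate oxidase, HRP and Amplex Red were added. Initial and 30 min RT fluorescence reads were collected.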
BAZ2B block = inhibitors of human BAZ2B bromodomain; actives 4.4% (n = 360,000); AlphaScreen BAZ2B-H3K14Ac peptide displacement; Potency, µM (doses to about 114 µM), for inactives: top-dose activity change, negative = inhibition, actives largely listed as inhibitors; Q9UIF8; AID 504333; note: potency is the fitted concentration of half-maximal effect; % is set by controls: 0 for no effect and ±100 for the full control effect; nearly all actives have a fitted effect of over 60% in size
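AlphaScreen displacement: compounds (up to 110uM) incubated 30 min at room temperature with a preformed 50 nM BAZ2B/50 nM biotinylated H3K14Ac peptide complex in PBS pH 7.4 with Tween-20. Donor and acceptor beads at 10 ug/mL final added, 20 min light-protected before reading.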
Pol eta inh = blocks human DNA polymerase eta activity | Q9Y253 | recombinant Pol eta, fluorescent DNA replication assay | Potency, µM (doses to about 114 µM), for the others: at the top dose activity change, negative = inhibition, most hits filed as inhibitors | actives 1.2% (n = 390,000) | AID 588591; note: potency is the fitted concentration of half-maximal effect; % is set by controls: 0 for no effect and ±100 for the full control effect
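Pol eta (10 nM) was preincubated with compounds for 15 min at room temperature, after which fluorescent replication substrate (50 nM final) was added to start the reaction. Fluorescence was read kinetically at 0 and 10 min.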
PI4K2A inh = inhibitors of human PI4K2A. Q9BTU6. AID 1346378. purified PI4K2A, ADP-Glo luminescence, 1 h; hits give low values. actives 0.13% (n = 420,000). activity change, negative = inhibition, % at 76.9 µM; in the data active = activity change below about -50%; inconclusive = mostly about -30% to -49%;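 note: -100% = wells without enzyme as full effect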
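PI4K2A activity was measured by ADP-Glo luminescence: enzyme (4 ug/mL stock) and phosphatidylinositol (1.2 mM stock) in Tris pH 7.5/MgCl2/EGTA/Triton X-100 buffer were reacted with ATP (300 microM stock) for one hour at ambient temperature.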
JMJD2A Tudor inh = JMJD2A Tudor domain (human) inhibition | O75164 | AlphaScreen JMJD2A-Tudor / H3K4me3 peptide binding | Potency, µM (doses to about 114 µM), for inactives: top-dose activity change, negative = inhibition, hits mostly inhibitors | actives 4.4% (n = 390,000) | AID 504339; note: potency is the fitted concentration of half-maximal effect; % is set by controls: 0 for no effect and ±100 for the full control effect; nearly all actives have a fitted effect of over 50% in size
Target sequence (O75164 whole entry, looked up, the tested form may be a part): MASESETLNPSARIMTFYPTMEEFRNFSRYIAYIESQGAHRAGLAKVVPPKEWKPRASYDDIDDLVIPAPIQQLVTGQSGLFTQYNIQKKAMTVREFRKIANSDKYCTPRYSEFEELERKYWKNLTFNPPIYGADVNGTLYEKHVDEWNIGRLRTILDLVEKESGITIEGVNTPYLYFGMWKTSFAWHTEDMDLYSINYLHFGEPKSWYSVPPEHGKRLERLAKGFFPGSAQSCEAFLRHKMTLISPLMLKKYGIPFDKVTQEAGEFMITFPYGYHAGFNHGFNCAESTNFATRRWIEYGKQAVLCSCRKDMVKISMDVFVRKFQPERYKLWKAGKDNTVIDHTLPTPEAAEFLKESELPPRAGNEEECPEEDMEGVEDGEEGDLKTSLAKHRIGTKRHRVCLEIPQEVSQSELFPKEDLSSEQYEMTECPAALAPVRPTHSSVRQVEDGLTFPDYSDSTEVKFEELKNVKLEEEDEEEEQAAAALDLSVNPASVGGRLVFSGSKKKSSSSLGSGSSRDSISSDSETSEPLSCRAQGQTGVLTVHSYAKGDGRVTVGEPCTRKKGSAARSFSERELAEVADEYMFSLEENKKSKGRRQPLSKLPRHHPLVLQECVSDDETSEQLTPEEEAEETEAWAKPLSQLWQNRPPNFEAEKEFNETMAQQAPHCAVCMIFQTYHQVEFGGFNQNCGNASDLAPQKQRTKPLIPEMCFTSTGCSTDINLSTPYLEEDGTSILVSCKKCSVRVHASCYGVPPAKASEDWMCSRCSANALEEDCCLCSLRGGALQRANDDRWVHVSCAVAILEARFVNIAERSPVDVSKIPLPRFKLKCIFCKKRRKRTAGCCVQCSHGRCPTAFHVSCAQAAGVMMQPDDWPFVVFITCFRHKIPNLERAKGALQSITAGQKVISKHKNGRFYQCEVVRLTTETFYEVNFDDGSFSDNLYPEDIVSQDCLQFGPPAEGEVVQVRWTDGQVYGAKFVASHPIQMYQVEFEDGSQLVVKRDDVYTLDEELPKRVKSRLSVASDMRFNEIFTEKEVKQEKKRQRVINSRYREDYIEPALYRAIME
G9a inh = inhibitors of human histone lysine methyltransferase G9a | G9a H3K9 monomethylation, AlphaScreen, 2 h | Q96KQ7 | actives 8.8% (n = 350,000) | Potency, µM (top dose mostly 102 µM), for the others: top-dose activity, negative = inhibition, most hits filed as inhibitors | AID 504332; note: potency is the fitted concentration of half-maximal effect; % is set by controls: 0 for no effect and ±100 for the full control effect; nearly all actives have a fitted effect of over 75% in size
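AlphaScreen detection with an anti-monomethyl H3K9 antibody quantified product after a 2 h room-temperature reaction containing 500 nM biotinylated H3K9 peptide, 20 µM SAM and 20 nM enzyme, which had been preincubated 15 min with compound.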
Pin1 inhibitor = blocks the human prolyl isomerase Pin1; actives 0.009% (n = 390,000); Potency, µM (top dose mostly 115 µM), without a hit: top-dose activity, negative = inhibition, actives largely listed as inhibitors; Pin1 FP peptide displacement, HiFluor488, 10 min; Q13526; active = well fitted inhibition curve with a large enough effect in the polarisation, with a control signal flat, not every such curve was filed as active; inconclusive = small, poorly fitted or top-dose-only effect, or effect the other way, or a change in a side signal; inactive = no such curve, though single readings can be large or run the other way; the % refers to the polarisation; note: potency is the fitted concentration of half-maximal effect; % is set by controls: 0 for no effect and ±100 for the full control effect
PGK inhibitor = T. brucei PGK inhibition | P07378 | PGK/GAPDH coupled, Kinase-Glo luminescence, 60 min | Potency, µM (series often up to 57.5 µM), for inactives: top-dose activity change, negative = inhibition, usual class: inhibitors | actives 0.043% (n = 380,000); note: potency is the fitted concentration of half-maximal effect; % is set by controls: 0 for no effect and ±100 for the full control effect; nearly all actives have a fitted effect of over 60% in size
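Luminescent ATP detection (Kinase-Glo Plus) follows a 60-minute room-temperature incubation, with wells lacking PGK as controls. Buffer: 100 mM TEA (pH 7.6), 5 mM MgCl2, 0.01% Tween-20. Coupling enzyme GAPDH (100 nM final) supplies unstable 1,3-BPG in-well.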
HP1b chromo inh = HP1-beta chromodomain-methylated histone interaction inhibition | P83916 | AlphaScreen HP1-beta / biotin-H3K9me3 peptide binding | Potency, µM (top dose mostly 114 µM), for inactives: top-dose activity change, negative = inhibition, usual class: inhibitors | actives 0.56% (n = 390,000) | AID 540317; note: potency is the fitted concentration of half-maximal effect; nearly all actives have a fitted effect of over 70% in size; inactives centre near 23
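Compound inhibition of the preformed complex between 50 nM HP1-beta and 50 nM biotinylated H3K9me3 peptide was read by AlphaScreen. Buffer was PBS pH 7.4 with 0.01% Tween-20. Incubations ran 30 min at room temperature, with 10 ug/mL donor/acceptor beads.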
Starred values were filed as active, the others as inactive; i = inactive; ? = inconclusive; / = not tested or not shown; [ ] = dose if it differs, or a comment. Unless noted, calls come from the whole dose curve; as a rule, active = well fitted curve in the direction sought with a large enough effect; inconclusive = small, poorly fitted or top-dose-only effect, or another doubt; inactive = no such curve, though single readings can be large; an effect the other way counts as inactive or inconclusive.

SMILES	GLS inh	BAZ2B block	Pol eta inh	PI4K2A inh	JMJD2A Tudor inh	G9a inh	Pin1 inhibitor	PGK inhibitor	HP1b chromo inh
COc1ccc(N=CC2=C(O)CC(C)(C)CC2=O)cc1	-7.7%	3.9%	-18.3%	8.6	17.5%	-16.3%[59 µM]	-0.2%	-7.8%	25.7%
NC(=O)c1sc2cc(C(F)(F)F)cnc2c1-c1cccs1	1.9%	-3.5%	-9.8%	-7.0	-9.3%	14.7%[59 µM]	-1.9%	-2.7%	11.2%
Cc1ccc(NC(=O)c2oc3ccc(S(=O)(=O)N4CCCCC4)cc3c2C)cc1C	-6.1%	1.9%	3.2%	0.6	-22.9%	-2.5%[59 µM]	-2.0%	1.2%	30.5%
O=C(NCCCNCc1ccccc1)c1ccc(/C=N/O)nc1	39.6%[activator]	50.1µM*	6.7%	1.3	7.94µM*	14.1µM*	-14.1%	-1.3%	1.8%
Cn1nc(C(C)(C)C)cc1C(=O)O	4.2%	?	1.5%	0.5	-16.2%	6.3%[12.7 µM]	-2.4%	-0.7%	32.4%
CCN(CC)C(=O)c1ccc(NS(=O)(=O)c2ccccc2)cc1	-1.4%	3.8%	-17.6%	1.5	-4.8%	2.6%	0.4%	-1.3%	26.0%
COc1ccc(C(C(=O)NC2CCCCC2)N(C(=O)c2sc(C)nc2C)c2ccc(C(C)=O)cc2)cc1 (centres undefined)	-2.9%	1.4%	?	-0.6	-20.4%	10.6%	3.5%	-4.0%	20.3%
CNc1oc(-c2ccc(COc3ccc(C)cc3)o2)nc1C#N	7.3%	-1.3%	-17.8%	-2.1	-10.9%	-33.7%[59 µM]	-2.1%	5.6%	12.5%
O=C(Cc1ccc(Cl)cc1)NNC(=O)c1cnccn1	?	5.7%	-14.3%	0.6	50.1µM*	?	-0.3%	-5.0%	8.5%
Cc1ccc(S(=O)(=O)N2CCC(=O)N(C(COCc3ccc(Cl)cc3Cl)Cc3ccccc3)CC2)cc1 (centres undefined)	0.3%	?	-5.9%	-2.2	-18.8%	?	-4.9%	i	12.1%
O=C(CN1C(=O)NC2(CCCCC2)C1=O)N1CCN(c2ncccn2)CC1	4.1%	-3.8%	-16.4%	-2.8	-1.5%	2.6%[59 µM]	0.5%	1.0%	20.4%
CCOc1ccc(-c2nnc(SCC(=O)N3CCOCC3)o2)cc1	-1.6%	-6.4%	-7.5%	2.4	-5.4%	8.2%	61.3%[activator]	-2.9%	25.6%
CC(=O)N1CCC(C(=O)NCCOc2cccc(C)c2)CC1	7.5%	4.7%	1.5%	1.7	-7.6%	22.0%	7.6%	4.1%	15.5%
COc1ccccc1N1CCN(CC(O)COc2cc(C)cc(C)c2)CC1 (centres undefined)	24.2%	?	-4.6%	-8.4	79.4µM*	?	3.8%	4.0%	14.6%
Nc1c(N(CCCO)C(=O)C2CCCC2)c(=O)[nH]c(=O)n1Cc1ccccc1	-0.3%	-5.6%	-8.3%	-0.7	5.7%	-4.2%[59 µM]	-1.4%	-6.8%	15.6%
Cc1ccc(NS(=O)(=O)c2c(C)[nH]c(=O)[nH]c2=O)cc1C	1.5%	7.2%	-6.9%	0.0	-1.7%	-13.0%	4.1%	/	33.8%
Cc1cc(C)n(CCNC(=O)c2ccc3c(c2)OCO3)n1	-10.7%	-6.7%	-8.9%	3.0	-16.9%	23.4%	-0.2%	-5.3%	-17.9%
CN1N=C(N)c2cn(C3OC(COP(=O)(O)O)C(O)C3O)c3ncnc1c23 (centres undefined)	17.1%	/	-10.2%	-23.1	?	/	?	-0.5%	179.5%[activator]
Cc1occc1C(=O)Nc1ccc(OCc2ccccc2)cc1	1.5%	-3.1%	-17.0%	?	-10.0%	/	-6.1%	?	4.1%
CCO[C@@H]1OC(C(=O)N2CCN(C)CC2)=C[C@H](c2csc3ccccc23)[C@H]1CCCO	-2.0%	-11.6%	-8.7%	-0.2	-24.5%	14.1%[59 µM]	3.6%	6.9%	26.9%
CN=C(c1ccccc1)c1c(C)cccc1C	-2.1%	-0.5%	-25.4%	-2.8	3.2%[57.1 µM]	-6.4%	-4.3%	-7.1%	43.8%[activator]
COC(=O)c1[nH]c2ccc(C)cc2c1NC(=O)CN1CCC(C)CC1	22.6%	5.1%	-12.3%	-2.9	-15.7%[57.1 µM]	-22.9%[12.7 µM]	-0.7%	6.2%	4.5%
COc1ccc(N2C(=O)C(CC(=O)Nc3ccc(F)cc3)N(Cc3ccc4c(c3)OCO4)C2=O)cc1 (centres undefined)	-0.4%	-7.4%	-11.7%	0.3	-16.9%	-7.7%[59 µM]	-1.6%	i	26.9%
Cc1ccc(-n2c(=O)c3ccc(C(=O)NCc4ccco4)cc3n(Cc3ccc(Cl)cc3)c2=O)cc1	-4.6%	/	8.3%	4.2	-12.7%	0.2%[59 µM]	9.5%	3.8%	21.8%
CSc1cccc(N2CC(C(=O)NCCC3=CCCCC3)CC2=O)c1 (centres undefined)	6.8%	8.5%	-1.5%	-0.4	-16.4%	-46.0%[0.501 µM]	-0.7%	-0.7%	11.5%
O=C(COC(=O)c1cccc(S(=O)(=O)N2CCOCC2)c1)NCCc1ccccc1	0.3%	-11.2%	-6.2%	-2.1	-3.2%	21.8%	-2.6%	8.8%	20.8%
COc1ccc(S(=O)(=O)N2CCN(CC(=O)Nc3cc(Cl)ccc3Cl)CC2)cc1	-2.3%	4.1%	-20.8%	-1.2	-8.3%	14.2%[12.7 µM]	2.0%	i	23.3%
C[C@H](CO)N1C[C@H](C)[C@H](CN(C)C(=O)Nc2ccnc(N3CCOCC3)c2)OCc2cnnn2CCCC1=O	-11.9%	/	-13.0%	-1.0	/	/	/	-5.2%	/
CCOC(=O)Cn1nc(C)c(NC(=O)CCc2ccc(OC)cc2)c1C	10.9%	-0.3%	-15.7%	4.0	-8.8%	32.0%[activator][12.7 µM]	-7.6%	i	0.3%
C[n+]1ccn(CC(=O)c2ccc(Cl)cc2)c1	4.3%	-2.2%	-2.6%	-1.7	-12.8%	-13.2%[59 µM]	-13.3%	3.8%	?
COCCNC(=O)c1ccc2c(c1)N(Cc1ccc(C(F)(F)F)cc1)C(=O)c1ccccc1S2	-3.3%	/	-27.4%	-3.3	-15.3%	-23.5%[59 µM]	2.5%	i	31.5%
Brc1ccccc1OCCN1CCOCC1	-7.3%	?	-22.8%	-22.7	3.16µM*	25.1µM*	6.2%	2.6%	?
CCOC(=O)C1(Cc2cccc(OC)c2)CCN(Cc2cccc(OC)c2O)CC1	?	-35.1%	-11.2%	-1.0	-31.5%	?	5.9%	-9.9%	-2.6%
COC(=O)NC(=S)Nc1ccc(Oc2ccc(Cl)cc2Cl)c(Cl)c1	?	-1.7%	?	-17.3	-27.5%[11.4 µM]	-12.5%[59 µM]	4.2%	-5.9%	?
COc1ccc(NC(=O)Nc2ccccc2OCc2cc(=O)n3ccccc3n2)c(OC)c1	-4.6%	-7.0%	-15.9%	4.5	-20.5%	-30.5%[59 µM]	?	i	0.5%[57 µM]
COC(=O)c1cccc(NC(=O)CSc2nnc(C3CC3)n2C)c1	-1.2%	0.7%	?	-0.1	-5.6%	-1.7%	5.5%	3.5%	31.0%
COC(=O)C(C)Sc1nc2c(cnn2-c2ccccc2)c(=O)[nH]1 (centres undefined)	30.3%[activator]	6.1%	2.3%	-1.8	-4.9%	-22.4%	-3.2%	3.3%	30.5%
Cn1nnc(NC(=O)c2ccc([N+](=O)[O-])cc2Cl)n1	7.7%	-29.9%	2.7%	2.9	?	/	4.1%	i	-8.7%
CCOc1ccc(S(=O)(=O)N(C)CC(=O)NC2CCCC2)cc1	-7.9%	0.1%	-8.3%	5.4	0.0%	87.4%[activator]	-3.4%	-3.1%	28.0%
COc1ccc(-n2nnnc2SC(C)C(=O)NCC(=O)Nc2ccc(F)c(F)c2F)cc1 (centres undefined)	8.2%	-5.4%	-1.9%	-5.7	-2.7%	39.8µM*	3.3%	0.4%	19.0%
O=C(CNS(=O)(=O)c1ccccc1)NCC(=O)OCc1ccc(C(=O)c2ccccc2)cc1	-5.7%	-3.2%	-13.3%	3.9	-9.7%	-9.4%	-3.8%	-2.0%	26.8%
CCc1nn2c(=O)cc(COC(=O)c3ccc(NC(=O)C4CCCCC4)cc3)nc2s1	-8.1%	-0.2%	-22.8%	6.1	0.3%	6.7%[12.7 µM]	2.0%	-6.7%	38.7%
CC(=O)C1=C(NC(=O)c2ccc(F)cc2)CC2C1C2(C)C (centres undefined)	2.5%	-19.7%	7.2%	2.3	5.3%	/	-22.4%	2.4%	33.9%[activator]
CCn1cc(C(=O)N[C@H](C(=O)NC(C)(C)CO)C(C)C)c(=O)c2cc3c(cc21)OCO3	2.2%	3.2%	-3.1%	-6.3	-17.4%	4.0%	1.1%	-7.2%	23.9%
COc1ccc(O)c(C(=O)c2cc(C#N)c(=O)n(CCN3CCOCC3)c2)c1	31.1%[activator]	10.9%	-15.2%	2.3	-6.4%	36.2%[12.7 µM]	-0.2%	-5.1%	18.2%
COc1ccc(C(=O)Nc2ccc(N3CCC(C)CC3)cc2)cc1Br	-1.4%	-2.7%	-18.7%	1.9	2.1%	-10.0%	10.7%	i	41.8%[activator]

Some of the compounds tested; count on the stated rates, not on these rows.
